High-throughput results deposited in PubChem by The Scripps Research Institute Molecular Screening Center.
LYPLA1 counter – blocks human lysophospholipase 1, a PME1 counter-screen; 0.16% of 320,000 active; inhibition, % at 5.9 µM; O75608; AID 2174; recombinant LYPLA1, FP-Rh probe fluorescence polarization;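 active = inhibition above the mean of all tested compounds plus 3 SD, set per campaign, cut at about 14% in these data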;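 also: inhibitors block serine hydrolase probe labeling of LYPLA1 so polarization falls; 0% = enzyme with DMSO and 100% = wells lacking LYPLA1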
ZTA DNA inh – counter-screen for EBNA-1 inhibitors: inhibitors of Epstein-Barr virus ZTA. ZTA-DNA binding, fluorescence polarization. 0.15% of 320,000 active. AID 2234. inhibition, % at 11 µM; in the data active = inhibition above about 33%
Target sequence (P03206 whole entry, looked up): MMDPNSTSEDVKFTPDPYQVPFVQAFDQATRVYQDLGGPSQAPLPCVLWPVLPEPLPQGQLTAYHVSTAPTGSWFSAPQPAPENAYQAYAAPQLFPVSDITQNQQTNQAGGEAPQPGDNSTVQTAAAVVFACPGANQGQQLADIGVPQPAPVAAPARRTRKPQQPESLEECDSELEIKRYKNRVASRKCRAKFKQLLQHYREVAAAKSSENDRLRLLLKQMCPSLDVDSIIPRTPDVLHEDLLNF
PAD4 inh – inhibitors of human PAD4. Q9UM07. recombinant PAD4, RCA probe fluorescence polarization. inhibition, % at 6.36 µM. 0.41% of 330,000 active;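 active = percent inhibition above a cutoff equal to the mean of all tested compounds plus 3 SD, cut at about 15% in these data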;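 also: 0% = PAD4 with RCA probe and DMSO and 100% = probe without PAD4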
Target sequence (Q9UM07 whole entry, looked up): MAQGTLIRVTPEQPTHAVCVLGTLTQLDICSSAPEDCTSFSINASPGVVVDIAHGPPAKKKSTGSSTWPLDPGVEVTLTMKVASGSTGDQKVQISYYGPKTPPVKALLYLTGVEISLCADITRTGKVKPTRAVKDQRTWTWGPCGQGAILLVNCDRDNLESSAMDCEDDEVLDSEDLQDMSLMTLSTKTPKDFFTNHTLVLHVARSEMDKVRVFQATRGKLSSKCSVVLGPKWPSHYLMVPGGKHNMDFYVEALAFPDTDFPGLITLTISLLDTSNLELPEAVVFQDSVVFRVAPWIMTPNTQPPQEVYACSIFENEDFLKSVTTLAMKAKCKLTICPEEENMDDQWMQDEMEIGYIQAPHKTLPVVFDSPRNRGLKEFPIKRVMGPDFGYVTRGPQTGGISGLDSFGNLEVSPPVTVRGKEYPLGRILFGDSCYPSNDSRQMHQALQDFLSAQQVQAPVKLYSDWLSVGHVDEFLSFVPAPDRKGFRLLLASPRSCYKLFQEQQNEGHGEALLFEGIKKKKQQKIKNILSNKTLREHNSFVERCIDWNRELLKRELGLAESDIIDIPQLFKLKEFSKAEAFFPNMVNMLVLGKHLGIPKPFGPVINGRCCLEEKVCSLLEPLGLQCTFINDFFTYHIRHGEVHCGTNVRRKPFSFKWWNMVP
PAFAH2 inh – PAFAH2 (human) inhibition. recombinant PAFAH2, FP-rhodamine activity probe, fluorescence polarization. inhibition, % at 3.39 µM. Q99487. 0.99% of 340,000 active;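 active = inhibition above the mean over all tested compounds plus 3 SD, cut at about 30% in these data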;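 also: inhibitors block probe labeling of enzyme so polarization drops; 0% = enzyme with DMSO and 100% = wells lacking PAFAH2 protein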
EBNA-1 inhibitor – blocks EBNA-1 binding to DNA | 0.34% of 300,000 active | EBNA-1 DNA binding, fluorescence polarization | AID 1950 | inhibition, % at 14.8 µM; in the data active = inhibition above about 28%
LYPLA2 counter – counter-screen for PME1 inhibitors: inhibitors of human LYPLA2. O95372. AID 2177. 0.38% of 320,000 active. inhibition, % at 5.9 µM. recombinant LYPLA2, FP-Rh probe fluorescence polarization;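 active = inhibition above the screen-wide mean plus 3 SD, limit set per campaign, cut at about 26% in these data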;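 also: 0% = LYPLA2 with DMSO and 100% = wells lacking LYPLA2 enzyme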
GSTO1 counter – counter-screen for RBBP9 inhibitors: inhibitors of human GSTO1; P78417; recombinant GSTO1, activity-based probe fluorescence polarization; inhibition, % at 5.96 µM; 1.1% of 300,000 active;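 active = inhibition above the campaign mean inhibition plus 3 SD, cut at about 35% in these data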;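 also: 0% = GSTO1-1 with DMSO and 100% = wells lacking GSTO1-1 enzyme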
PREPL inh – human PREPL enzyme inhibition | Q4J6C6 | recombinant PREPL, fluorescence polarization activity-based probe | inhibition, % at 5.96 µM | 0.68% of 320,000 active; in the data active = inhibition above about 43%;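 also: 0% = enzyme with DMSO and 100% = wells lacking enzyme; many of its hits are not listed in these tables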
PAFAH1B3 FP inh – PAFAH1B3 (human) inhibition; Q15102; recombinant PAFAH1B3, FP-rhodamine probe, fluorescence polarization; 0.28% of 340,000 active; AID 492972; inhibition, % at 3.39 µM;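 active = inhibition above the screen-wide average of all tested compounds plus 3 SD, cut at about 25% in these data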;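 also: 0% = enzyme with DMSO only and 100% = wells lacking PAFAH1B3 protein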
An asterisk follows results filed as active; . = no result given. These rows are one share of the data; the hit share may differ from the screen's.

SMILES | LYPLA1 counter | ZTA DNA inh | PAD4 inh | PAFAH2 inh | EBNA-1 inhibitor | LYPLA2 counter | GSTO1 counter | PREPL inh | PAFAH1B3 FP inh
Nc1ncnc2nc(SCCc3ccccc3)[nH]c12 | -1 | 15 | 0 | 4 | -2 | 0 | 6 | 14 | 8
O=C(COc1ccc2ccccc2c1)N1c2ccccc2Sc2ccccc21 | -4 | -9 | -1 | 2 | 2 | -11 | 3 | -18 | 6
Cc1cnc(NC(=O)CN2C(=O)C3CC=CCC3C2=O)s1 (stereo unspecified) | 2 | -1 | 0 | 2 | -1 | 6 | 0 | 4 | 0
CCOc1ccc(CCNS(=O)(=O)c2cn(C)cn2)cc1OCC | 0 | -12 | 2 | -2 | 0 | 7 | -5 | 15 | 9
CCOC(=O)c1[nH]c2ccc(Cl)cc2c1-c1ccccc1 | -3 | 16 | -2 | -5 | -2 | 1 | -7 | -1 | 0
CC(=O)c1ccc(S(=O)(=O)N2CCC(Oc3ccc(-n4cnnn4)cc3)CC2)cc1 | 4 | 4 | 4 | -5 | 2 | 13 | 1 | -3 | 0
Cc1ccc(C(=O)COc2cccc(NC(=O)c3ccco3)c2)cc1 | -4 | 6 | 2 | 6 | 0 | 0 | -8 | -30 | 1
COc1cc(CC(=O)N(C)CC(=O)Nc2ccc(Cl)c(C(F)(F)F)c2)cc(OC)c1OC | -2 | -9 | 4 | 1 | 3 | -8 | -2 | 14 | 6
CC(Sc1nc2c([nH]c3ccccc32)c(=O)n1C)c1ccccc1 (stereo unspecified) | -1 | 10 | 2 | -1 | 13 | 2 | 3 | 0 | 1
CCc1n[nH]c(=O)c2cc3cc(OC)ccc3n12 | 0 | -2 | 0 | 1 | 3 | -2 | -3 | -10 | 1
COc1cc2c(cc1OC)CN(C(=O)COc1ccccc1[N+](=O)[O-])CC2 | 0 | -7 | -1 | -6 | -11 | 0 | -1 | 10 | 8
CCOC(=O)N1CCN(S(=O)(=O)c2ccc([N+](=O)[O-])cc2)CC1 | 0 | 2 | -3 | 0 | -4 | 4 | 2 | -3 | 6
Cc1ccc(C)c(N(CC(=O)NC2CCCC2)C(=O)c2oc(C(C)(C)C)cc2C)c1 | -2 | -4 | 3 | 3 | -7 | -5 | 4 | 17 | 6
O=C1Nc2ccccc2/C1=C/C(=O)c1cccs1 | 0 | -6 | -7 | -2 | 4 | 1 | -5 | 16 | 4
CCCC(C)n1[nH]c(=O)cc1N (stereo unspecified) | -1 | 7 | -1 | 8 | -1 | 3 | 9 | 6 | -1
Fc1ccccc1/C=C/c1ccc2ccccc2n1 | -6 | 11 | 1 | -6 | -2 | -2 | -5 | -7 | 4
CCc1ccc(C(=O)Nc2ccc(OC)c(S(=O)(=O)N3CCOCC3)c2)cc1 | 0 | 7 | -5 | -3 | 5 | 0 | 1 | 0 | 5
COc1ccc(C(Nc2cc(C)ccn2)c2ccc3ccc(C)nc3c2O)cc1 (stereo unspecified) | -5 | -3 | 0 | 3 | -7 | -2 | -24 | -2 | 3
CC(C)(C)C(=O)N/C(N)=N/c1nc2ccccc2o1 | 1 | 6 | 2 | -6 | 8 | 6 | -8 | -21 | 4
O=C(O)c1cc(S(=O)(=O)Nc2ccc(OCc3ccccc3)cc2)ccc1Br | 1 | 22 | -5 | -2 | 8 | 0 | 17 | -10 | 9
COc1ccc(-c2ccc(=O)n(CC(=O)Nc3ccc4c(c3)OCCO4)n2)cc1 | -1 | 15 | -4 | -2 | 0 | 4 | -1 | -6 | 8
O=C(CCc1nnc2ccc(N3CCC4(CC3)OCCO4)nn12)Nc1ccc(F)cc1 | 0 | -8 | -2 | 6 | 3 | -6 | -7 | 11 | 2
O=C(CSCC(=O)Nc1ccccc1)N/N=C/c1c(O)ccc2ccccc12 | -12 | -2 | -1 | 8 | 1 | -8 | 3 | 23 | 16
COCCN1CCN(C(=O)c2cc(COc3cc(C)ccc3C)on2)CC1 | -2 | -3 | 1 | -3 | 6 | -8 | 0 | 7 | 0
O=C(O)c1ccc(NC(=O)c2cn(-c3ccccc3)nc2-c2cccc(Cl)c2)cc1 | -21 | 4 | -1 | -18 | 12 | -21 | -28 | -10 | 6
CSCCC1NC(=O)N(CC(=O)N2N=C(c3ccc(Cl)cc3)CC2c2ccco2)C1=O (stereo unspecified) | 0 | 2 | -3 | 0 | -4 | 41* | 6 | -108 | 6
COC(=O)C1=C2SC(C)C(=O)N2C(N)=C(C#N)C1c1cc(OC)c(OC)c(OC)c1 (stereo unspecified) | 1 | 2 | -3 | 1 | 13 | -9 | 7 | 0 | 6
COc1ccc2c(c1OC)C(=O)OC2Nc1ccc(S(=O)(=O)N=C(N)N)cc1 (stereo unspecified) | -5 | -4 | -5 | -2 | -10 | -8 | -12 | 7 | -2
O=C(Nc1ccc(Cl)cn1)Nc1ccccc1F | 0 | -10 | -2 | 3 | 0 | 1 | 3 | -20 | 11
CCOC(=O)C1=C(C)NC(=O)NC1c1cccc(OC)c1OCc1ccccc1Cl (stereo unspecified) | -1 | -19 | -2 | 7 | -11 | 0 | 2 | 8 | 5
O=C(NC1CCN(c2ncccn2)CC1)c1ccccc1F | 2 | -9 | -1 | 4 | -2 | 3 | 2 | 0 | 3
O=C(CSc1nnc(SCc2cccc3ccccc23)s1)N/N=C/C=C/c1ccccc1[N+](=O)[O-] | -21 | 10 | -2 | -21 | 14 | -34 | -26 | -2 | -18
COCC(=O)N(CCc1ccc(OC)c(OC)c1)Cc1cc2cc(C)ccc2nc1Cl | 2 | -9 | 5 | -3 | -2 | 2 | 6 | -2 | 0
COc1ccc(S(N)(=O)=O)cc1C(=O)N(C)CC(=O)Nc1ccc(N2CCOCC2)cc1 | 1 | -2 | 2 | 3 | -7 | -2 | -1 | 12 | 7
CCCCCCOC(=O)Cc1c(C)nc(N)[nH]c1=O | -1 | 16 | -1 | -1 | 3 | -6 | 2 | -11 | 0
CC(C)CN(CC(C)C)S(=O)(=O)N1CCC(C(=O)NCCc2ccc(Cl)cc2)CC1 | 3 | -7 | -4 | 4 | -9 | 1 | -4 | 37 | 7
Cc1ccc(S(=O)(=O)c2nnn3c2nc(N2CCC(C(N)=O)CC2)c2ccccc23)cc1C | -2 | 8 | -7 | 2 | 0 | -2 | -21 | 14 | 7
Cc1nnc(SCC(=O)N2CCCc3ccccc32)[nH]c1=O | 2 | -3 | -1 | 6 | -2 | 3 | 4 | 11 | 5
CCCCOC(=O)c1ccc(NC(=O)CN2C(=O)NC3(CCCCCC3)C2=O)cc1 | -6 | 12 | -5 | -7 | . | -9 | . | -2 | 3
N#Cc1ccc(/C=N/NC(=O)c2cccc(S(=O)(=O)N3CCOCC3)c2)cc1 | -3 | 3 | -2 | -6 | -8 | -4 | 2 | 6 | 3
CCN(CC)S(=O)(=O)c1ccc(F)c(C(=O)OC2CC(C)OC2=O)c1 (stereo unspecified) | 1 | -7 | -1 | 3 | -4 | 7 | 4 | -4 | 4
CCc1nnc(NS(=O)(=O)c2ccc(NS(=O)(=O)c3ccccc3)cc2)s1 | -4 | -12 | 1 | 2 | -10 | -5 | -3 | -5 | 0
Cc1ccc(Cn2nnnc2CN2CCC(O)(c3ccccc3F)CC2)cc1 | 0 | 0 | 4 | 2 | -4 | 2 | 2 | -20 | 4
CCc1c(C2(O)CCCCC2)[nH]c2ccc(C#N)cc12 | -7 | -3 | -4 | 1 | -1 | -6 | 0 | 1 | -2
CCCn1c(SCC(=O)N(C)CC(=O)Nc2ccc(Cl)cc2)n[nH]c1=O | 2 | 8 | 4 | 8 | . | 8 | . | 7 | 7
CCOC(=O)C(C)Sc1nc(-c2ccccc2)nc2ccc(F)cc12 (stereo unspecified) | 2 | 1 | -5 | -4 | 3 | 7 | 0 | -7 | -4
CCCn1c(SCC(=O)N2CCCCC2)nnc1C(C)C | 2 | -10 | -3 | 3 | 9 | 2 | 3 | 3 | 0
Fc1c(F)c(F)c(SCn2cc(Br)cn2)c(F)c1F | -4 | -6 | 1 | 2 | . | -5 | . | 2 | 6

In the list so far, these contain a cyano group.
SMILES | LYPLA1 counter | ZTA DNA inh | PAD4 inh | PAFAH2 inh | EBNA-1 inhibitor | LYPLA2 counter | GSTO1 counter | PREPL inh | PAFAH1B3 FP inh
COC(=O)C1=C2SC(C)C(=O)N2C(N)=C(C#N)C1c1cc(OC)c(OC)c(OC)c1 (stereo unspecified) | 1 | 2 | -3 | 1 | 13 | -9 | 7 | 0 | 6
N#Cc1ccc(/C=N/NC(=O)c2cccc(S(=O)(=O)N3CCOCC3)c2)cc1 | -3 | 3 | -2 | -6 | -8 | -4 | 2 | 6 | 3
CCc1c(C2(O)CCCCC2)[nH]c2ccc(C#N)cc12 | -7 | -3 | -4 | 1 | -1 | -6 | 0 | 1 | -2

Back to the main list, repeating the two entries before the break.
SMILES | LYPLA1 counter | ZTA DNA inh | PAD4 inh | PAFAH2 inh | EBNA-1 inhibitor | LYPLA2 counter | GSTO1 counter | PREPL inh | PAFAH1B3 FP inh
CCCn1c(SCC(=O)N2CCCCC2)nnc1C(C)C | 2 | -10 | -3 | 3 | 9 | 2 | 3 | 3 | 0
Fc1c(F)c(F)c(SCn2cc(Br)cn2)c(F)c1F | -4 | -6 | 1 | 2 | . | -5 | . | 2 | 6
CCn1c(O)c(N=NC(=O)CNc2ccc(C)cc2)c2ccccc21 | 7 | -9 | 2 | -3 | -8 | 8 | -2 | 31 | 16
CC(C)CC1CCCCC1OC(=O)CN1CCCCC1 (stereo unspecified) | 4 | 14 | -7 | 5 | 6 | 0 | -5 | 2 | 2
CC(=O)c1cccc(NC(=O)C2COc3ccccc3O2)c1 (stereo unspecified) | 0 | 0 | 2 | 2 | -6 | -3 | 1 | -1 | -1
CC(C)C(=O)NC(Nc1cccc2cccnc12)C(Cl)(Cl)Cl (stereo unspecified) | -2 | -10 | -2 | 1 | -11 | 6 | -5 | -7 | 7
CC1Cc2ccccc2N1C(=O)CO/N=C/c1ccc(OC(F)F)cc1 (stereo unspecified) | 1 | 0 | 4 | -4 | -5 | 3 | 3 | 3 | 2
O=S(=O)(/C=C/c1ccccc1)NCc1ccccc1Cl | -2 | 2 | -1 | 2 | 0 | 4 | 0 | -14 | 3
O=C(NCCc1ccccc1)c1ccc2c(c1)OCCO2 | -1 | -2 | -4 | 1 | -8 | 0 | 0 | 6 | 7
COc1cccc(CNC(=O)C2CCN(S(=O)(=O)c3cnc[nH]3)CC2)c1 | 1 | 0 | 1 | 1 | 4 | 0 | 11 | -8 | 4
CCOc1ccc(CNCc2cccnc2)cc1 | 2 | -8 | -3 | 2 | -12 | 5 | 11 | 10 | 6
O=C(CCn1nc(-c2ccc(F)cc2)ccc1=O)NCc1ccccc1 | -1 | 3 | 2 | -1 | -9 | 2 | 5 | -9 | 12
C=CCn1c(SCC(=O)NC2CCCC2)nnc1-c1ccncc1 | -1 | 7 | 1 | 1 | 5 | 1 | 3 | -3 | 3
CCCc1nnc(NC(=O)COC(=O)c2cc(C)nc3ccccc23)s1 | -1 | -16 | 8 | -7 | -1 | -1 | 0 | 5 | 3
COc1cc(CC(=O)Nc2ncc(C)s2)cc(OC)c1OC | 2 | 14 | 4 | 2 | 1 | 3 | -3 | -1 | 11
COc1cc(CCC(=O)OCc2nnc(-c3ccccc3)o2)cc(OC)c1OC | 1 | 4 | 0 | 10 | -3 | -2 | 2 | 7 | 9
Cc1ccccc1N1C(N)=NC(N)=NC1(C)C | 2 | 4 | 0 | 6 | 2 | -1 | -5 | 3 | -5
Cc1ccc(OCc2cc(C(=O)N(C)CC3CCOCC3)no2)cc1C | -1 | -5 | -1 | 2 | -8 | 1 | 2 | 15 | 14
CCOCCc1c(O)nc(SCCOc2ccc(C)c(C)c2)[nH]c1=O | 1 | 3 | -3 | -2 | 4 | 8 | 5 | -1 | 7
COc1ccccc1NC(=O)CCN1C(=O)/C(=C\c2cc(OC)c(OC)c(OC)c2)SC1=S | 5 | 9 | -1 | -1 | -5 | 7 | -5 | 7 | 4
